Screens: PubChem BioAssay, Sanford-Burnham Center for Chemical Genomics
NOD1 inhibition – NOD1 signaling inhibitors, primary screen, cell-based, luminescence, uHTS (AID 1578); 290,000 compounds, 1% hits; one-dose inhibition, % at 4 µM; EC50 in µM for titrated hits; NOD1-driven NF-kB luciferase reporter cells, luminescence; higher % means a stronger effect; in the data active = inhibition mostly above about 36%, no sharp cut-off; inactive = mostly below about 34%;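 also: HEK-293T reporter cells stimulated with the NOD1 agonist gamma-tri-DAP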
AID2073 – inhibitors of Mint1-CaV2.2 protein interaction, biochemical, HTRF (AID 2073) | 290,000 compounds, 0.19% hits | HTRF protein-protein interaction, Mint1-CaV2.2; higher % means a stronger effect | one-dose inhibition, % at 20 µM; IC50 in µM for titrated hits; in the data active = inhibition mostly above about 51%, no sharp cut-off; also: some results filed as inactive read as strong as hits
GPR55 LPI antagonism – GPR55 antagonists blocking LPI-driven arrestin recruitment, primary screen, imaging, U2OS, beta-arrestin-GFP, LPI agonist (AID 2013). U2OS GPR55 beta-arrestin-GFP translocation imaging, LPI antagonism; higher % means a stronger effect. 290,000 compounds, 0.13% hits. inhibition, % at 10 µM; hits with a dose series show IC50 in µM;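 active = spots per cell inhibited over 60%, with over 100 cells counted and total cytoplasm intensity under 500,000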;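 also: U2OS cells stably carrying GPR55 and arrestin-GFP stimulated by 5 µM LPI near EC80; imaged beta-arrestin-GFP aggregate spots per cell after agonist stimulation; plate controls were LPI-stimulated DMSO wells for no effect and DMSO wells without LPI for full effect; some results filed as inactive read as strong as hits; confirmed hits need IC50 under 10 µM and bright autofluorescent wells are also inconclusive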
HIV peptide binding – cell-free HIV fusion peptide-binding blockers – biochemical, uHTS, fluorescence dequenching, primary screen (AID 1986); cell-free peptide binding, fluorescence dequenching, 30 min; higher % means a stronger effect; inhibition, % at 20 µM; hits with a dose series show IC50 in µM; 290,000 compounds, 0.3% hits; in the data active = inhibition mostly above about 52%, no sharp cut-off; inactive = mostly below about 76%; also: some results filed as inactive read as strong as hits
KOR beta-arrestin-1 – kappa opioid receptor blockers – cell-based, luminescence, uHTS (AID 1778); KOR beta-arrestin recruitment, luminescence, antagonist mode; higher % means a stronger effect; inhibition, % at 10 µM, or IC50 in µM where a hit was titrated; 290,000 compounds, 0.091% hits; in the data active = inhibition above about 50%; also: strong numbers were not always called active
Siah-1 displacement – Siah-1 peptide-binding antagonists, primary screen, biochemical, fluorescence polarization, rhodamine-plectin, uHTS (AID 1817); Siah-1 / rhodamine-plectin peptide fluorescence polarization; higher % means a stronger effect; displacement, % at 20 µM, or IC50 in µM where a hit was titrated; 290,000 compounds, 0.02% hits;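 active = displacement of at least 50% at 20 µM, with a fluorescence ratio check between 0.3 and a set limit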;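 also: plate controls were Siah plus tracer with DMSO for no effect and tracer alone without Siah for full effect; strong numbers were not always called active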
KOR beta-arrestin-2 – KOR agonists, beta-arrestin recruitment, primary screen, cell-based, luminescence, uHTS (AID 1777). KOR beta-arrestin recruitment, luminescence; higher % means a stronger effect. one-dose activation, % at 10 µM; EC50 in µM for titrated hits. 280,000 compounds, 0.02% hits; in the data active = activation above about 50%, passing the limit was not always enough; also: a part of the inactive calls stands beside numbers as strong as those of hits
GPR55 activation – selective activators of receptor GPR55 – imaging, U2OS cells, beta-arrestin-GFP redistribution, primary screen (AID 1961). U2OS GPR55 beta-arrestin-GFP redistribution imaging; higher % means a stronger effect. one-dose activation, % at 10 µM; EC50 in µM for titrated hits. 290,000 compounds, 0.048% hits;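 active = activation above 40% with more than 50 cells counted in the well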;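 also: U2OS osteosarcoma cells stably expressing GPR55 and beta-arrestin-GFP; plate controls were DMSO negative control for no effect and LPI positive control for full effect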
GPR35 antagonists – GPR35 antagonists blocking zaprinast-driven arrestin recruitment, primary screen, imaging, U2OS, beta-arrestin-GFP, zaprinast agonist (AID 2058); 290,000 compounds, 0.052% hits; U2OS GPR35 beta-arrestin-GFP translocation imaging, zaprinast antagonism; higher % means a stronger effect; inhibition, % at 10 µM, or IC50 in µM where a hit was titrated;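 active = inhibition of at least 50% with at least 30 cells and total cytoplasm GFP at most 10,000,000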
Numbers without * were called inactive; . = no result given; [ ] = another dose, or the depositor's remark.

NOD1 inhibition,AID2073,GPR55 LPI antagonism,HIV peptide binding,KOR beta-arrestin-1,Siah-1 displacement,KOR beta-arrestin-2,SMILES,GPR55 activation,GPR35 antagonists
32%,-3%,7%,9.2%,3%,9%,-2.8%,CCn1nc([N+](=O)[O-])c(C(C#N)c2nc3ccccc3n2C)c(Cl)c1=O (configuration not stated),-0.1%,-9%
-5%,1%,-5%,-0.1%,14%,-1%,-0.4%,COCC(C)NC(C(=O)Nc1cccc(C(C)=O)c1)c1ccccc1 (configuration not stated),-0.3%,-2%
55%,7%,-6%,-2.2%,-34%,-8%,5.3%,COc1cc(/C=N/NC(=O)c2[nH]nc3c2CCc2ccccc2-3)ccc1O,0.9%,-12%
24%,8%,-6%,3.5%,-29%,0%,12%,CCOC(=O)c1c(C)[nH]c(C=O)c1Cc1cccc(Cl)c1,0.4%,0%
33%,-2%,-17%,-1.8%,-37%,-5%,1.7%,COc1ccc(C2C(C(=O)c3sc(C)nc3C)=C(O)C(=O)N2CCCn2ccnc2)cc1OC (configuration not stated),-0.1%,-4%
31%,6%,-11%,-0.2%,-46%,-4%,4.4%,Cn1c(CC(=O)Nc2ccccc2F)nnc1SCC(=O)NC1CCCCC1,-0.1%,13%
-3%,3%,-11%,-1.2%,6%,0%,4.0%,COc1ccc(/C=C(\NC(=O)c2cccs2)C(=O)Nc2ccccc2C)cc1OC,-0.3%,3%
-9%,-18%,6%,-3.1%,13%,9%,6.7%,Nc1ccc2nc(SCc3ccccc3F)sc2c1,-0.3%,3%
20%,-3%,-28%,3.0%,-14%,-5%,1.1%,CCN(CC)c1ccc(NS(=O)(=O)c2ccc3c(c2)oc(=O)n3C)c(C)c1,-0.1%,-6%
-38%,0%,-3%,1.4%,-31%,1%,0.4%,CCC(=O)Nc1ccc(C(=O)NNC(=O)c2ccccc2)cc1,0.9%,18%
-17%,14%,18%,2.3%,-47%[20 µM],1%,.,Cc1cc(OCc2nc(-c3ccncc3)no2)cc(C)c1Cl,-0.1%,15%
11%,-2%,1%,-2.6%,-5%,-3%,-1.7%,CC(C)CCNC(=O)C12CN(Cc3ccccc3)CC1C(c1cccc([N+](=O)[O-])c1)=NO2 (configuration not stated),0.3%,4%
-15%,4%,-2%,0.8%,-9%,2%,9.2%,COc1cccc(C(=O)Cn2c(NCCO)nc3ccccc32)c1,0.6%,-12%
-2%,1%,0%,3.3%,-2%,-1%,4.8%,Cc1cc(-c2nnc3n2CCCCC3)c(C)n1-c1ccccc1,0.3%,2%
-2%,17%,2%,1.7%,20%,4%,7.6%,NS(=O)(=O)c1cccc(NC(=O)c2cc(-c3cccs3)nc3ccccc23)c1,-0.1%,9%
49%,3%,5%,0.2%,21%,-7%,-1.9%,C/C=C/C(=O)OCC(=O)Nc1cc(-c2cc(C)c(C)cc2C)nn1-c1ccccc1,-0.1%,10%
2%,0%,4%,47%,-28%,-10%,-3.3%,O=C(Nc1nnc(-c2ccccc2)o1)c1cc(-c2cccs2)nc2ccccc12,0.8%,-10%
-31%,16%,17%,2.1%,-7%,5%,1.8%,COc1ccccc1Oc1ccc(N/C=C/C(=O)c2ccc(C)o2)cc1,0.2%,6%
-7%,6%,16%,0.5%,7%[20 µM],-2%,-5.0%,Cc1cccc(CCNC(=O)c2cccc(NC3=NC4CS(=O)(=O)CC4S3)c2)c1 (configuration not stated),0.4%,-3%
-6%,-31%,-3%,-0.9%,-8%,11%,-1.4%,CC(C)(C)NC(=S)NNC(=O)[C@H]1C[C@@H]1c1ccccc1,-0.1%,9%
25%,2%,6%,-0.1%,8%,9%,-1.9%,CCOC(=O)c1c(-c2ccc(C)cc2)csc1NC(=O)CCSc1nnc2ccccn12,0.5%,-1%
-13%,3%,3%,-0.8%,3%,-4%,20%,O=C(O)CCC(=O)Nc1ccc(Cc2ccc(NC(=O)CCC(=O)O)c(O)c2)cc1O,-0.1%,2%
0%,-5%,36%,-1.5%,-50%,-5%,-2.0%,CC(=O)Nc1ccc(Oc2cc(C#N)c(C#N)cc2N2CCOCC2)cc1,-0.1%,11%
-24%,-9%,10%,0.5%,6%,-1%,3.1%,CCOC(=O)N/N=C\C=C\c1ccc2c(c1)OCO2,0.6%,-9%
0%,4%,15%,-2.7%,-11%,5%,5.6%,COc1ccc(/C=N/NC(=O)CN2CCS(=O)(=O)CC2)cc1,-0.3%,14%
-49%,4%,15%,0.4%,-7%,3%,-4.5%,O=C(c1cc(-c2cccc(O)c2)on1)N1CCCC1,0.0%,-2%
0%,-3%,4%,-1.6%,-38%,-5%,-0.6%,O=C(Oc1ccc2cccc(OC(=O)N3CCOCC3)c2c1)N1CCOCC1,-0.1%,21%
-25%,10%,7%,-2.3%,-21%,2%,-1.8%,COC(=O)c1ccc(NC(=O)COC(=O)c2cccc3c(=O)c(C)c(-c4ccccc4)oc23)cc1,1.1%,-11%
99%,-18%,-3%,-1.8%,15%,0%,-5.0%,Cc1nnc(SC(=O)N2c3ccccc3Sc3ccccc32)s1,0.6%,13%
-10%,-3%,5%,-0.8%,9%,-4%,4.2%,CCOC(=O)NC(=O)COC(=O)CCCSc1nc2ccccc2s1,-0.4%,-17%
-33%,7%,-4%,1.1%,-4%,8%,2.6%,Cc1ccc(-n2ncc3c2CC(C)(C)CC3NC(=O)CCc2c(C)noc2C)cc1 (configuration not stated),0.3%,2%
-26%,11%,-2%,-2.3%,-76%[20 µM],-6%,2.2%,CCOc1ccccc1Nc1nnc(SCC(=O)Nc2ccc3[nH]c(=O)[nH]c3c2)s1,-0.1%,-4%
12%,-4%,24%,1.2%,34%,1%,-3.6%,FC(F)(F)c1cccc(Cn2nnnc2-c2cc(Cl)cc(Cl)c2)c1,-0.1%,9%
-6%,0%,7%,-0.4%,-9%,6%,0.8%,Cc1cc(C)cc(C(=O)NCC(=O)OCC(=O)N(C)C2CCS(=O)(=O)C2)c1 (configuration not stated),0.2%,10%
-9%,2%,-17%,-0.8%,11%,-2%,-3.8%,CCOC(=O)c1cnc2c(cnn2C)c1NCCC#N,0.3%,3%
-32%,0%,4%,1.1%,-24%,7%,1.8%,CCn1cc(C(=O)N2CCCC2)c(=O)c2cc(S(=O)(=O)N3CC(C)CC(C)C3)ccc21 (configuration not stated),-0.2%,-4%
-69%,-1%,3%,0.3%,-17%,12%,-1.3%,Cc1cc(C)n2nc(-c3ccccc3)cc2n1,-0.2%,7%
-20%,17%,9%,0.4%,8%,2%,-8.6%,O=c1[nH]c(SCc2n[nH]c(=S)n2-c2ccccc2)nc2sc3c(c12)CCC3,0.0%,8%
-12%,-6%,11%,3.1%,18%,-1%,-7.7%,CN(C)c1nc2n(c(=O)n1)CCS2,-0.1%,11%
-28%,4%,-6%,2.9%,-10%,-2%,3.8%,CCN(Cc1ccccc1)C(=O)C1CCN(Cc2sccc2C)CC1,-0.1%,0%
-13%,-5%,-7%,0.2%,36%,-4%,0.0%,Cc1ccc(C(=O)NCCSc2ccc(Cl)cc2)cc1[N+](=O)[O-],-0.3%,-4%
-28%,-8%,16%,1.0%,11%,-2%,4.4%,C=CCn1c(SCC(=O)NC(=O)c2cccc([N+](=O)[O-])c2)nnc1-c1ccccc1,0.0%,9%
-4%,9%,38%,-2.3%,2%,-2%,0.9%,CN(C)CCCNc1cc(C(C)(C)C)nc2c(-c3ccc(Cl)cc3)cnn12,-0.1%,-1%
-14%,20%,14%,-1.2%,9%,5%,0.0%,Cc1ccc(C(=O)N/C(=C\c2cn(C)c3ccccc23)C(=O)N2CCN(C)CC2)cc1,-0.2%,11%
-7%,7%,6%,1.3%,12%,2%,5.6%,CC1(C)CC(=O)C(CC(=O)Nc2cc(C(F)(F)F)ccc2Cl)C(=O)C1,0.1%,4%
-24%,10%,-5%,2.1%,-1%,2%,-5.6%,O=C(O)c1c[nH]c2ccc(F)cc2c1=O,-0.1%,-2%
-32%,6%,-3%,-0.4%,-8%[20 µM],2%,-3.0%,O=C(NC1CCCN(CCc2ccccc2)C1)c1c(F)cccc1F (configuration not stated),-0.4%,-12%
-1%,-8%,-2%,0.5%,9%,-2%,-1.8%,COC(=O)Nc1ccc(S(=O)(=O)NCCO)cc1,0.3%,-13%
5%,9%,-4%,-1.9%,34%,-3%,0.3%,Cn1cnc(S(=O)(=O)Nc2ccc(OC(F)F)cc2)c1,-0.1%,1%
19%,4%,-6%,0.4%,-4%,0%,-1.5%,Cc1ccccc1OCC(=O)N(Cc1cccs1)C1CCS(=O)(=O)C1 (configuration not stated),-0.1%,-4%

Laid out differently: two of the compounds above.
| NOD1 inhibition | AID2073 | GPR55 LPI antagonism | HIV peptide binding | KOR beta-arrestin-1 | Siah-1 displacement | KOR beta-arrestin-2 | GPR55 activation | GPR35 antagonists | smiles |
| --- | --- | --- | --- | --- | --- | --- | --- | --- | --- |
| -28% | -8% | 16% | 1.0% | 11% | -2% | 4.4% | 0.0% | 9% | C=CCn1c(SCC(=O)NC(=O)c2cccc([N+](=O)[O-])c2)nnc1-c1ccccc1 |
| -4% | 9% | 38% | -2.3% | 2% | -2% | 0.9% | -0.1% | -1% | CN(C)CCCNc1cc(C(C)(C)C)nc2c(-c3ccc(Cl)cc3)cnn12 |

Remaining list, next part.
NOD1 inhibition,AID2073,GPR55 LPI antagonism,HIV peptide binding,KOR beta-arrestin-1,Siah-1 displacement,KOR beta-arrestin-2,SMILES,GPR55 activation,GPR35 antagonists
-39%,0%,2%,2.1%,22%,2%,3.9%,COC(=O)Cn1ncn2c(cc3oc(C)cc32)c1=O,0.0%,1%
-6%,19%,9%,-1.6%,15%,4%,-2.0%,Cc1cc(=O)n2c(-c3ccc(Cl)cc3)csc2n1,0.2%,-7%
-17%,2%,22%,-1.1%,28%,-1%,-2.1%,O=C(c1cc(COc2c(F)cccc2F)on1)N(Cc1ccccc1)CC1CC1,0.3%,2%
6%,6%,-16%,-0.1%,-48%,11%,4.2%,COCCOC(=O)c1[nH]c2c(c1C)C(=O)CC(c1cccs1)C2 (configuration not stated),-0.7%,-8%
9%,8%,23%,-0.2%,22%,0%,-2.1%,COc1ccc(C2C(C#N)=C(N)N(Nc3ccccc3)C3=C2C(=O)CC(C)(C)C3)cc1C (configuration not stated),-0.1%,3%
-30%,27%,3%,-0.4%,-12%,-2%,0.2%,CC(C)OC(=O)CSc1nnc(CNc2cccc(Cl)c2)n1C,-0.2%,-14%
-14%,-2%,-11%,-1.1%,17%,-4%,4.0%,COC(=O)c1ccc(COc2ccccc2/C=N/O)o1,0.2%,-2%
-3%,-2%,8%,0.4%,-35%,23%,-4.5%,C/C(Cn1nnc([N+](=O)[O-])n1)=N\NC(=O)c1ccncc1,-0.6%,-6%
-8%,-9%,-17%,0.0%,-56%[20 µM],0%,-3.8%,COc1cc(OC)cc(C(=O)NC2CCCN(Cc3ccc(Cl)cc3)C2)c1 (configuration not stated),-0.3%,-8%
-34%,-4%,4%,0.1%,-5%,3%,0.4%,Cc1ccc(CCNC(=O)C2CCCN(S(=O)(=O)N3CC(C)CC(C)C3)C2)cc1 (configuration not stated),-0.1%,-2%

Not all compounds are listed; the hit share may differ from the screen's.
